Screening results: PubChem, Johns Hopkins Ion Channel Center
KCNQ2 block: KCNQ2 channel blockers in CHO-K1 cells – cell-based, FluxOR thallium flux, B-score, primary screen (AID 2156). B-score at 10 µM. O88943. 1.1% of 310,000 active. 20 min; hits give low values;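 active = fluorescence ratio B-score at most minus 3 library SDs, with starting brightness B-score within 2 library SDs, cut at about -5.5 in these data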
CHT block: human CHT choline transport inhibition | Q9GZV3 | B-score at 10 µM | CHT-expressing cells, membrane potential dye, choline response; hits give low values | 0.86% of 310,000 active;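 active = B-score over 3 SD under the library average, and starting fluorescence ratio not unusually high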;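 note: choline stimulus applied at its EC90 after an EC20 pre-addition; B-score computed on integrated fluorescence ratio after choline addition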
Target sequence (Q9GZV3 whole entry, looked up): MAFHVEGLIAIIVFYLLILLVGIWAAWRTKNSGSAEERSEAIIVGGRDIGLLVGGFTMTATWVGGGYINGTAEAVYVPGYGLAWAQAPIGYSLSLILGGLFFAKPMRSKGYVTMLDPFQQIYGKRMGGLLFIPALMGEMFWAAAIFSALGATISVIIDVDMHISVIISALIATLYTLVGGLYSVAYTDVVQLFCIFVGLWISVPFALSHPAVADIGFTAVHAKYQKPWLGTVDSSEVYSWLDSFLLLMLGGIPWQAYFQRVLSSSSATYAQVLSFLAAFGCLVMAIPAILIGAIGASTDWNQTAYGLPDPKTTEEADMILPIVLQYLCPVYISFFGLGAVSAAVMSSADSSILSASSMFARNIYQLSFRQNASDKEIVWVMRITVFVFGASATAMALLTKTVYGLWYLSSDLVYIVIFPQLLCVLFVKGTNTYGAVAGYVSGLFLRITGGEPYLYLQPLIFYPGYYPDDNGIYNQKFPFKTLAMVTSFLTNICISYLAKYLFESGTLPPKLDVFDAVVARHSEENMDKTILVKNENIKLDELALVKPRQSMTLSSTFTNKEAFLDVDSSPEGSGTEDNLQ
Kir21 block: Kir2.1 (mouse) channel inhibition; P35561; HEK293-Kir2.1, FluxOR thallium flux fluorescence; hits give low values; B-score at 10 µM; 0.85% of 310,000 active;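 active = fluorescence ratio B-score at or below minus 3 SD of library scores, with starting-brightness B-score within 2 SD, cut at about -4.2 in these data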;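 note: channel flux triggered by added potassium and thallium sulfate stimulus; B-score of peak minus minimum fluorescence over baseline after thallium stimulus; more negative B-score means stronger Kir2.1 block with less thallium influx; some compounds called inactive have numbers as strong as hits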
Target sequence (P35561 whole entry, looked up): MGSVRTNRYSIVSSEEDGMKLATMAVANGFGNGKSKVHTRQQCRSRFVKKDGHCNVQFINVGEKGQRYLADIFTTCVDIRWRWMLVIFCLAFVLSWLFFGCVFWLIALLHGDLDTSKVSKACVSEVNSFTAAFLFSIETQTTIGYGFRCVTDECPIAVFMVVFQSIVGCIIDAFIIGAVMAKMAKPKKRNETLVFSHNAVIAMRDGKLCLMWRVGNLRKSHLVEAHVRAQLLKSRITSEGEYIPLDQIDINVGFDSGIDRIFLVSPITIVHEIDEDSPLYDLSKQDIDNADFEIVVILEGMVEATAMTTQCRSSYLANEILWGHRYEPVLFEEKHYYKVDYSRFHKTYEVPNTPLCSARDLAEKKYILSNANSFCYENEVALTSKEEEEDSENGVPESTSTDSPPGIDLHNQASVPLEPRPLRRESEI
* hit, by the source's call; i = inactive.

KCNQ2 block | CHT block | molecule | Kir21 block
i | i | COc1ccccc1Nc1ccc(C(=O)O)cc1[N+](=O)[O-] | -1.2
i | i | CCCN(CCC)C(=O)CSc1nc2ccccc2c(=O)n1CC1COc2ccccc2O1 (configuration not stated) | -2.6
i | i | CCOC(=O)c1cc(-c2nnc(-c3cc(OC)c(OC)c(OC)c3)o2)c(C)nc1C | 0.84
i | i | COc1ccc(OC)c(C(=O)c2ccc(C(=O)c3cc(OC)ccc3OC)cc2)c1 | -0.36
i | i | Cc1cc(C)c(NC(=O)CSc2nc(=O)n(CCN3CCOCC3)c3c2CCCC3)c(C)c1 | 0.76
i | i | CCCOc1ccc(N2C(=O)CC(N(CCc3ccc(OC)cc3)C(=O)c3ccccc3)C2=O)cc1 (configuration not stated) | -1.1
i | i | COc1ccc(OC)c(C2=NS(=O)(=O)N(C)C(C(=O)NCc3cccs3)=C2)c1 | 1.9
i | i | CC(C)=N/N=C(\c1cccc([N+](=O)[O-])c1)C12CN3CN(CN(C3)C1)C2 | 0.11
i | i | Cc1cc(-c2nnc(-c3cc4ccccc4oc3=O)o2)c(C)n1-c1ccccc1 | -0.83
i | i | Cc1cc([N+](=O)[O-])ccc1NC(=O)c1ccc(NC(=O)C(C)C)cc1 | 0

Next section:
KCNQ2 block | CHT block | molecule | Kir21 block
i | i | Cc1cc(C)nc(NS(=O)(=O)c2ccc(NC(=O)CCN3C(=O)c4ccccc4C3=O)cc2)n1 | 0.59
i | i | COc1ccc(NC(=O)C2CC(c3c(F)cccc3Cl)=NO2)cc1OC (configuration not stated) | 1.6
i | i | Cc1ccc(OCC(=O)NNC(=O)CCc2ccccc2)cc1 | 2
i | i | O=S(=O)(c1cccs1)N1CCC2(CC1)OCCO2 | -0.12
i | i | CC(C)c1ccc(N(CC(=O)NCC2CCCO2)C(=O)Cn2nnc(-c3cccs3)n2)cc1 (configuration not stated) | -0.18
i | i | COc1ccc(C(=O)NC(C(=O)NCC2CCCO2)C(C)C)cc1 (configuration not stated) | -0.08
i | i | Cc1ccc(SC(C)C(=O)Nc2ccccc2C(=O)N2CCOCC2)cc1 (configuration not stated) | -0.34
i | i | Cc1c(-c2ccc(Br)cc2)[n+](=O)c2c(n1[O-])CCCC2 | 0.67
i | i | CSc1nc2ccc(NC(=O)c3c(F)cccc3F)cc2s1 | -0.88
i | i | CCOc1ccc(NC(=O)c2cc(S(=O)(=O)N3CCOCC3)cn2C)cc1 | -0.61

Full records, quoted from the list. Screens in order: KCNQ2 block, CHT block, Kir21 block
`Cc1cc(C)nc(NS(=O)(=O)c2ccc(NC(=O)CCN3C(=O)c4ccccc4C3=O)cc2)n1` reads i, i, 0.59
`COc1ccc(C(=O)NC(C(=O)NCC2CCCO2)C(C)C)cc1` (configuration not stated) reads i, i, -0.08
`Cc1ccc(OCC(=O)NNC(=O)CCc2ccccc2)cc1` reads i, i, 2
`COc1ccc(NC(=O)C2CC(c3c(F)cccc3Cl)=NO2)cc1OC` (configuration not stated) reads i, i, 1.6
`Cc1c(-c2ccc(Br)cc2)[n+](=O)c2c(n1[O-])CCCC2` reads i, i, 0.67

Next section.
KCNQ2 block | CHT block | molecule | Kir21 block
i | i | Cc1occc1C(=O)Nc1cccc(Cl)c1Cl | 1.4
i | i | COc1ccc(Cn2c(=O)[nH]c3cc(C(=O)NCCCOC(C)C)ccc3c2=O)cc1 | -1.2
i | i | Cc1ccc(N=C(NOC(=O)c2ccccc2)c2nonc2N)c(C)c1 | -3.5
i | i | O=C(NNC(=O)c1cc(-c2ccncc2)nc2ccccc12)Nc1ccc(F)cc1 | 1.1
i | i | C/C(=N\NC(=O)CCCC(=O)O)c1c(-c2ccccc2)c2cc(Cl)ccc2[nH]c1=O | 0.37
i | i | CCN(CC)S(=O)(=O)c1ccc2oc(C(=O)NCC3COc4ccccc4O3)c(C)c2c1 (configuration not stated) | 0.48
i | i | Cc1nnc2ccc(-c3cccc(NS(C)(=O)=O)c3)nn12 | -0.94
i | i | O=C(NN1CCCCC1)c1ccccc1 | 0.91
i | i | c1ccc2c(c1)nc(N1CCOCC1)c1nncn12 | -0.15
i | i | CCN1C(=O)N[C@@H](c2ccccc2)[C@H](C(=O)OC)[C@H]1C | 0.89

Remaining list, next part:
KCNQ2 block | CHT block | molecule | Kir21 block
i | i | Cc1ccc(C)c(N2CC(C(=O)Nc3nccs3)CC2=O)c1 (configuration not stated) | -0.37
i | i | NC(=O)c1cc(-c2csc(-c3cccnc3)n2)ccc1O | 0.98
i | i | O=C(CN1C(=O)NC2(CCCCC2)C1=O)Nc1ccc2c(c1)CCC2 | 1.6
i | i | CCN1C(=S)N[C@@H](c2ccccc2)C(C(=O)OC)=C1C | -1.1
i | i | COc1ccccc1-c1c(C#N)c(N)nc2c1CCc1ccccc1-2 | 0.13
i | i | COC(=O)c1cnn(-c2ccccc2)c1N | -0.02
i | i | Cc1cc2c(cc1C)NC(c1ccccn1)C1=C(CC(C)(C)CC1=O)N2 (configuration not stated) | 1.5
i | i | O=C(Nc1ccc(Cc2ccncc2)cc1)C1CCC(N2C(=O)C3C4C=CC(C4)C3C2=O)CC1 (configuration not stated) | 0.04
i | i | COc1ccc(COc2ccccc2C(=O)NCc2ccccc2)cc1F | -0.99
i | i | Cc1ccn2c(Nc3ccccc3C)c(-c3ccncc3)nc2c1 | -0.13

Next records:
KCNQ2 block | CHT block | molecule | Kir21 block
i | i | COc1cc2c(cc1OC)C(c1ccccc1)NC(C)(C)C2 (configuration not stated) | -0.32
i | i | O=C(COC(=O)c1cccc(C(=O)OCC(=O)c2ccc(Br)cc2)n1)c1ccc(Br)cc1 | 0.67
i | i | CN(C)c1ccc(NS(=O)(=O)c2cccc(Cl)c2)cc1 | -0.25
i | i | Cc1ccsc1/C=N/N=C1\C(=O)Nc2ccccc21 | 1.7
i | i | CCN(CC(=O)Nc1c(C(=O)OC)[nH]c2ccccc12)c1ccc2c(c1)OCO2 | -1.9
i | i | CCC1CCCCN1CCCNC(=O)c1ccc(/C=C2/Sc3ccccc3NC2=O)cc1 (configuration not stated) | -2.1
i | i | COc1ccc(-c2cc(C(=O)O)c(C)o2)cc1OC | 0.18
i | i | COC(=O)/C=C/C(=O)N1CCN(c2ccccc2)CC1 | 2.7
i | i | COC(=O)CCn1c(C)cc(C(=O)COc2ccccc2C(N)=O)c1C | -1.1
i | i | CC(=O)N1CCN(C(=S)NC(=O)C23CC4CC(CC(C4)C2)C3)CC1 | -2.3

The results go on.
KCNQ2 block | CHT block | molecule | Kir21 block
i | i | Cc1cc(-c2ccccc2)nc(N(C)NC(=O)c2ccc(Cl)cc2)c1S(C)(=O)=O | 0
i | i | CCOc1ccccc1NC(=O)c1sc2nc(C)nc(N3CCOCC3)c2c1C | 1.1
i | i | COc1ccc(OCC(=O)N2CCN(c3cccc(Cl)c3)CC2)cc1 | -0.59
i | i | CN(C)CCCN(C(=O)c1sc2ccccc2c1Cl)c1nc2c(F)cccc2s1 | 0.97
i | i | Cc1cc(C(F)(F)F)nn1CC(=O)N(C)C1CCCCC1 | -1.6
i | i | CCCCC(CC)CNC(=O)c1cc2ccccc2c(=O)o1 (configuration not stated) | 0.07
i | i | CCCCc1nc2cc(C(=O)N3CCCC(OCCC)C3)ccc2o1 (configuration not stated) | -0.97
i | i | NNC(=O)COc1ccc2oc3c(c2c1)CCCC3 | -2.5
i | i | Cc1ccccc1NC(=O)c1cccc(N2C(=O)C3CCCCC3C2=O)c1 (configuration not stated) | 0.03
i | i | O=C(Nc1ccsc1C(=O)O)c1ccccc1Cl | 1.9

(list continues)
KCNQ2 block | CHT block | molecule | Kir21 block
i | i | COCCNc1ccc([N+](=O)[O-])cc1C(=O)NC1CCCc2ccccc21 (configuration not stated) | -0.45
i | i | O=C(O)c1ccc([N+](=O)[O-])c(CS(=O)(=O)c2ccc(Cl)cc2)c1 | -0.56
i | i | CC(C)c1ccc(OCC(=O)NNC(=S)NC(=O)c2cccs2)c(Br)c1 | -0.67
i | i | O=S(=O)(NCC(c1cccnc1)N1CCN(Cc2ccccc2)CC1)c1ccccc1 (configuration not stated) | 1.4
i | i | C(=N\c1c(-c2ccccc2)nc2n1CCS2)/c1ccccc1 | 0.32
i | i | Cc1ccc(C(=O)N/N=C(\CC(C)C)c2ccccc2)cc1 | -0.68
i | i | O=C(NCc1ccccc1)c1ccc2nnsc2c1 | -0.29
i | i | COc1ccc(-n2cc(C#N)c(=O)n(Cc3ccc(F)cc3)c2=O)cc1 | -1.6
i | i | COc1ccc(CNC(=O)CN2C(=O)NC(C)(c3ccc(C(C)(C)C)cc3)C2=O)cc1 (configuration not stated) | -0.67
i | i | CCC(CC)NC(=O)c1ccc(Cl)cc1 | 0.04

Next part
KCNQ2 block | CHT block | molecule | Kir21 block
i | i | CCOC(=O)C1CCCN(CC(=O)Nc2c(C(=O)OC)[nH]c3ccc(Br)cc23)C1 (configuration not stated) | 0.79
i | i | CCCN(CCC)S(=O)(=O)c1cc(Br)cc2c1N(C(=O)CC)CC2 | -0.21
i | i | CCN(CC)S(=O)(=O)c1cc(C(=O)Nc2cc(C)on2)ccc1Cl | 0.86
i | i | CC1Cc2ccccc2N1C(=O)COc1cccc(-n2cnnn2)c1 (configuration not stated) | 3.4
i | i | CC(C)C(c1nnnn1Cc1cccs1)N1CCN(C(=O)c2ccco2)CC1 (configuration not stated) | -0.9
i | i | O=C1C(c2ccc(F)cc2)N(C2CCCCC2)C(=O)CN1C1CCCC1 (configuration not stated) | 0.78
i | i | CC(C)C[C@H](NC(=O)NCc1ccc(Cl)cc1)C(=O)O | 0.07
i | i | C=CCOc1c(CNC2CCCC2)cc(Cl)cc1OC | -1.9
i | i | CCOC(=O)c1ccc(NS(=O)(=O)c2cc3c4c(c2)CCN4C(=O)CC3)cc1 | -2.5
i | i | Cc1nonc1NC(=O)c1ccc(Cl)c(S(=O)(=O)N2CCCCC2)c1 | 1.3

(cont.)
KCNQ2 block | CHT block | molecule | Kir21 block
i | i | CCN(Cc1ccccc1)S(=O)(=O)c1cn(C)cn1 | -0.22
-7.4* | i | CO/N=C/c1cc([N+](=O)[O-])ccc1Sc1ccc(C)cc1 | -1.7
i | i | O=C(COC(=O)CC12CC3CC(CC(Br)(C3)C1)C2)NC(=O)NCc1ccco1 | 0.11
i | i | CC1(C)Cc2c(sc(NC(=O)c3ccccc3Cl)c2C(=O)O)CO1 | 0.14
i | i | CCC(C)NC(=O)Cn1c(=O)sc2ccccc21 (configuration not stated) | 0.46
i | i | Cn1c(=O)cc(SCC(=O)NCC2CCCO2)c2ccc(Cl)cc21 (configuration not stated) | -0.66
i | i | CCOc1ccc(C(=O)N2CCn3c2nc2ccccc23)cc1 | 3.2
i | i | CCC(C(=O)NC1CCCCC1)n1c(SCc2cccc(C)c2)nc2ccncc21 (configuration not stated) | 0.09
i | i | COc1ccc(-c2csc(NC(=O)CC(C)C)n2)cc1 | 0.01
i | i | COc1ccc(NC(=S)NC23CN4CN(CN(C4)C2)C3)c(OC)c1 | -0.04

New compounds follow:
KCNQ2 block | CHT block | molecule | Kir21 block
i | i | CN1C(=O)/C(=C2\SC(N)=NC2=O)c2ccccc21 | 2.2
i | i | CNC(=O)c1ccc(Nc2nnc(-c3ccc(C(N)=O)cc3)c3ccccc23)cc1 | 1.4
i | i | COc1cccc(/C=N/Nc2nn3cnnc3c3ccccc23)c1O | 0.08
i | i | Cc1cc(=O)[nH]c(SCC(=O)Nc2ccc(C(=O)O)cc2)n1 | -0.33
i | i | CC(C)n1nnc2ccccc2c1=O | -0.95
i | i | C[C@@H]1NC(=O)N(c2ccc(F)cc2)C1=O | 0.68
i | i | CCC(=O)Nc1cccc(-c2nc3ccccc3c(=O)o2)c1 | 0.1
i | i | COc1cccc(NC(C)C(=O)Nc2cc([N+](=O)[O-])ccc2Cl)c1 (configuration not stated) | 0.18
i | i | Cc1ccc(-c2cc(C(=O)NCCCn3ccnc3)no2)cc1 | -2.3
i | i | O=C(COC(=O)c1ccc(Br)cc1)NCCN1C(=O)CSC1=O | -0.06

3 structures out of the list, sorted by molar mass, lowest first:
KCNQ2 block | CHT block | molecule | Kir21 block
i | i | C[C@@H]1NC(=O)N(c2ccc(F)cc2)C1=O | 0.68
i | i | CCC(=O)Nc1cccc(-c2nc3ccccc3c(=O)o2)c1 | 0.1
i | i | COc1cccc(NC(C)C(=O)Nc2cc([N+](=O)[O-])ccc2Cl)c1 (configuration not stated) | 0.18

Next entries.
KCNQ2 block | CHT block | molecule | Kir21 block
i | i | Cc1ccccc1N(CC(N)=O)S(C)(=O)=O | 1.1
i | i | COc1ccc(NC(=O)COc2coc(CN3CCN(c4ccccc4)CC3)cc2=O)cc1 | -0.12
i | i | CCC(=O)N1CCc2cc(S(=O)(=O)N3CCCCC3CC)ccc21 (configuration not stated) | -0.46
i | i | COc1ccc(C(CNC(=O)C(=O)NC2CCCC2)N2CCN(C)CC2)cc1 (configuration not stated) | 0.01
i | i | c1ccc(C2(Cn3ccc4ccccc43)OCCO2)cc1 | 0.22
i | i | COC(=O)CSc1nc(C)c(C(C)=O)cc1C#N | 0.31
i | i | COc1ccc2oc(C(=O)OCC(=O)NC3(C#N)CCCC3)c(C)c2c1 | 0.55
i | i | O=C(NC1CCCCC1)C1CN(S(=O)(=O)c2ccccc2)CCN1S(=O)(=O)c1ccccc1 (configuration not stated) | -0.08
i | i | Cc1ccc(Cl)c2c1NC(=O)C2(O)CC(=O)c1ccc(Br)cc1 (configuration not stated) | -0.41
i | i | O=c1cc(NS(=O)(=O)c2ccccc2)nc(SCc2ccccc2Cl)[nH]1 | -0.52
i | i | COc1ccccc1CCNS(=O)(=O)c1cn(C)c(=O)n(C)c1=O | 1.6
i | i | CCN(CC)S(=O)(=O)c1ccc(C)c(NC(=O)COc2ccc(Cl)cc2Br)c1 | -0.07
